# From PubChem BioAssay
# MK inhibit: blocks S. pneumoniae mevalonate kinase; 65,000 compounds, 0.48% hits; inhibition, % at 10 µM; AID 555; purified MK, PK/LDH-coupled NADH absorbance 340 nm;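 active = ranked among the strongest by inhibition in the single 10 µM screen, a fixed top-ranked set picked for dose follow-up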; note: no value below 0 was filed
# KRASV12 cytotoxicity: cytotoxicity in KRAS-transformed pancreatic duct cells, primary screen, cell-based, fluorescence, HTS (AID 431); cytotoxicity, % at 10 µM; hits with a dose series show EC50 in µM; HPDE-C7K KRASV12 cells, Alamar Blue viability, 48 h; higher % means a stronger effect; 63,000 compounds, 1.7% hits;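 active = compounds whose percent cytotoxicity in the single-dose primary screen, scaled between solvent and toxic-drug controls, exceeds 50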;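 note: 0% = DMSO solvent wells and 100% = doxorubicin-treated wells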
# PMK inhibit: blocks S. pneumoniae phosphomevalonate kinase. inhibition, % at 10 µM. purified PMK, PK/LDH-coupled NADH absorbance 340 nm. 65,000 compounds, 0.49% hits;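 active = top-ranked compounds by inhibition in the single 10 µM screen, taking a fixed number of the strongest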;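 note: 0% = full reaction with DMSO carrier and 100% = background rate without enzyme reaction; no value below 0 was filed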
# Bfl-1 displacement: displacement of Bid BH3 peptide from Bfl-1 – biochemical, fluorescence polarization, FITC-Bid, mouse, primary screen (AID 432) | one-dose displacement, % at 20 µM; IC50 in µM for titrated hits | 64,000 compounds, 0.02% hits | FITC-Bid BH3 peptide fluorescence polarization displacement; higher % means a stronger effect; in the data active = a potency from the dose series; inactive = the rest, 99 in 100 with displacement below about 15%; note: strong numbers were not always called active
# LYP phosphatase: LYP phosphatase inhibitors, primary screen, biochemical, DiFMUP fluorescence, recombinant catalytic domain, 10 µM (AID 606); recombinant LYP catalytic domain, DiFMUP fluorescence; higher % means a stronger effect; inhibition, % at 10 µM, or IC50 in µM where a hit was titrated; 52,000 tested, under 10 active;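 active = IC50 under 40 µM in the dose-response test; inactive = IC50 of 40 µM or more, or never dose-tested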
# HT1080 cytotoxicity: cytotoxicity in HT1080 fibrosarcoma cells, cell-based, fluorescence readout (AID 620); HT1080 viability, fluorescence; higher % means a stronger effect; one-dose cytotoxicity, % at 10 µM; EC50 in µM for titrated hits; 87,000 compounds, 0.42% hits;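 note: cells exposed to compound overnight then 4 h with Alamar Blue; 0% = vehicle DMSO and 100% = killing control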
# Spn DPM-DC inh: blocks S. pneumoniae diphosphomevalonate decarboxylase; purified DPM-DC, PK/LDH coupled NADH fluorescence; calls only at 10 µM; 65,000 compounds, 0.49% hits;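 active = the 320 compounds with the highest percent inhibition in the single-dose primary screen, excluding strongly autofluorescent ones, cut at about 32% in these data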;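 note: kinetic rate of NADH fluorescence loss reporting ADP formed by the decarboxylase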
# TNAP inhibition: human TNAP enzyme inhibitors, biochemical, luminescent (AID 518) | purified TNAP enzyme, luminescent substrate readout; higher % means a stronger effect | inhibition, % at 20 µM, or IC50 in µM where a hit was titrated | 64,000 compounds, 0.09% hits; in the data active = a potency from the dose series; inactive = the rest, 99 in 100 with inhibition below about 22%;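 note: plate controls were vehicle for no effect and reference inhibitor for full effect; many of its hits are not listed in these tables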
# HPDE-C7 cytotoxicity: cytotoxicity in HPDE-C7 cells, cell-based, fluorescence, HTS (AID 430). HPDE-C7 pancreatic duct cells viability, fluorescence; higher % means a stronger effect. one-dose cytotoxicity, % at 10 µM; EC50 in µM for titrated hits. 63,000 compounds, 1.8% hits;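 note: cells exposed to compound for 48 hours before viability readout; 0% = vehicle and 100% = reference cytotoxic drug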
# PMK inhibit pilot replicates: further read-out of PMK inhibit, marked with its call; inhibition, %; measured here: pilot screen replicates
# MK inhibit pilot replicates: second read-out of MK inhibit, no call of its own (marks repeat the call); inhibition, %; measured here: pilot screen replicates
# Spn DPM-DC inh pilot screen %: also measured in Spn DPM-DC inh; calls as there; inhibition, %; measured here: pilot screen trials
# An asterisk follows results filed as active; i = inactive; . = no result given. Cut-off read from the data, not from the text of the source, unless noted: active = cytotoxicity above about 50%; inactive = the rest.
SMILES,MK inhibit,KRASV12 cytotoxicity,PMK inhibit,Bfl-1 displacement,LYP phosphatase,HT1080 cytotoxicity,Spn DPM-DC inh,TNAP inhibition,HPDE-C7 cytotoxicity,others
COCCCNC(=O)Cn1cc(C(=O)C2CC2)c2ccccc21,0,6%,3,5%,.,24%,i,-13%,-1%,
Cc1ccc(/C=c2\sc3nc(-c4cccs4)nn3c2=O)o1,9,7%,2,-7%,15%,3%,i,11%,8%,
COc1ccc(-c2noc(CCC(=O)NCC3CCN(Cc4cccc(C)c4)CC3)n2)cc1,6,5%,0,-5%,10%,.,i,0%,5%,
Nc1ncnc(Nc2ccccc2C(F)(F)F)n1,2,-8%,0,-16%,.,-2%,i,10%,-13%,PMK inhibit pilot replicates=0.0;MK inhibit pilot replicates=2.0;Spn DPM-DC inh pilot screen %=0.0
S=c1[nH]nc(-c2cccc(Br)c2)o1,5,29%,11,0%,17%,-1%,i,11%,0%,PMK inhibit pilot replicates=3.5;MK inhibit pilot replicates=0.0;Spn DPM-DC inh pilot screen %=0.0
O=C(Cn1nnc(-c2ccccc2-n2cnnn2)n1)NCc1ccccc1,9,0%,14,-6%,.,8%,i,12%,-6%,
O=C(CSc1nc2ncc(Br)cc2[nH]1)Nc1ccc2c(c1)OCO2,12,3%,3,0%,7%,2%,i,29%,-2%,
CC(C)C(NC(=O)c1ccco1)C(=O)NCC(c1ccco1)N1CCCCC1 (stereo not given),5,8%,14,-9%,.,-2%,i,14%,3%,PMK inhibit pilot replicates=5.5;MK inhibit pilot replicates=0.0;Spn DPM-DC inh pilot screen %=0.5
O/N=C(\COc1ccccc1O)c1ccccc1,8,11%,1,4%,.,-5%,i,-1%,0%,
CCCCCCOC(=O)C1=C(C)NC(=O)NC1c1ccc(O)cc1 (stereo not given),10,-1%,11,1%,.,.,i,17%,-8%,
Cc1ccc(Cn2c(=O)c3c(nc4n3CCN4Cc3ccco3)n(C)c2=O)cc1,6,30%,10,-3%,.,15%,i,4%,17%,
Cn1c(=O)n(C)c2cc(S(=O)(=O)NCCc3ccccc3)ccc21,16,17%,1,4%,5%,1%,i,13%,-9%,
O=C(NCc1ccco1)c1cc2n(n1)C(C(F)(F)F)CC(c1ccc(F)cc1)N2 (stereo not given),10,5%,4,-2%,-2%,2%,i,11%,-9%,PMK inhibit pilot replicates=0.0;MK inhibit pilot replicates=0.0;Spn DPM-DC inh pilot screen %=0.0
CC(=O)NC(C1C(=O)CC(C)(C)CC1=O)(C(F)(F)F)C(F)(F)F,3,.,4,-5%,6%,-1%,i,13%,.,
CCCn1nc(NC(=O)c2cccs2)c2cc3cc(OC)ccc3nc21,10,-25%,16,-7%,13%,5%,.,-3%,-7%,PMK inhibit pilot replicates=0.0;MK inhibit pilot replicates=0.0
O=S(=O)(Nc1ccc(Cl)c(C(F)(F)F)c1)c1cnc[nH]1,10,8%,16,1%,.,-1%,i,9%,0%,
Cc1csc2ncc(C(=O)NCc3ccccn3)c(=O)n12,6,-12%,10,-6%,2%,4%,.,1%,-13%,
Clc1ccc(-c2noc(CN3CCCC3)n2)cc1,12,-4%,10,-3%,2%,-1%,i,14%,4%,
O=C1C(=C(O)c2ccccc2)C(=O)c2ccccc21,6,2%,0,11%,10%,6%,i,5%,7%,
O=C(c1ccc(Cl)cc1)c1ccc(OCC(O)CN2CCOCC2)cc1 (stereo not given),11,2%,8,-1%,9%,-3%,i,13%,-8%,
COc1ccc(C2CC(c3ccc(Cl)cc3Cl)Nc3nc(N)nn32)cc1 (stereo not given),8,-10%,0,0%,2%,1%,i,14%,-2%,PMK inhibit pilot replicates=0.0;MK inhibit pilot replicates=0.0;Spn DPM-DC inh pilot screen %=0.0
O=S(=O)(NC1CC1)c1ccc(S(=O)(=O)N2CCc3ccccc32)cc1,2,8%,8,1%,10%,-10%,i,12%,4%,
Cc1ccc(OC(=O)CCc2c(C)nc3ncnn3c2C)cc1,7,1%,11,-3%,6%,30%,i,15%,19%,PMK inhibit pilot replicates=1.0;MK inhibit pilot replicates=3.0;Spn DPM-DC inh pilot screen %=0.0
c1ccc2c(c1)nc1n2CCS1,12,-6%,12,3%,5%,-6%,i,9%,10%,
COc1ccc(OC)c(NS(=O)(=O)c2ccc(NC(=O)C3COc4ccccc4O3)cc2)c1 (stereo not given),7,29%,0,2%,4%,.,i,14%,16%,

# Grouped by structure, those above containing a CF3 group
SMILES,MK inhibit,KRASV12 cytotoxicity,PMK inhibit,Bfl-1 displacement,LYP phosphatase,HT1080 cytotoxicity,Spn DPM-DC inh,TNAP inhibition,HPDE-C7 cytotoxicity,others
Nc1ncnc(Nc2ccccc2C(F)(F)F)n1,2,-8%,0,-16%,.,-2%,i,10%,-13%,PMK inhibit pilot replicates=0.0;MK inhibit pilot replicates=2.0;Spn DPM-DC inh pilot screen %=0.0
O=C(NCc1ccco1)c1cc2n(n1)C(C(F)(F)F)CC(c1ccc(F)cc1)N2 (stereo not given),10,5%,4,-2%,-2%,2%,i,11%,-9%,PMK inhibit pilot replicates=0.0;MK inhibit pilot replicates=0.0;Spn DPM-DC inh pilot screen %=0.0
CC(=O)NC(C1C(=O)CC(C)(C)CC1=O)(C(F)(F)F)C(F)(F)F,3,.,4,-5%,6%,-1%,i,13%,.,
O=S(=O)(Nc1ccc(Cl)c(C(F)(F)F)c1)c1cnc[nH]1,10,8%,16,1%,.,-1%,i,9%,0%,

# Next results follow.
SMILES,MK inhibit,KRASV12 cytotoxicity,PMK inhibit,Bfl-1 displacement,LYP phosphatase,HT1080 cytotoxicity,Spn DPM-DC inh,TNAP inhibition,HPDE-C7 cytotoxicity,others
O=S(=O)(NC1CCCc2ccccc21)c1cnc[nH]1 (stereo not given),10,0%,8,-1%,.,-1%,i,15%,14%,
O=S(=O)(c1ccc2c(c1)OCCO2)N1CCC(n2cnc3cc(F)ccc32)CC1,0,14%,11,-2%,.,-27%,i,12%,-2%,
CCC(C)(C)NC(=O)C(c1cccnc1)N(CCOC)C(=O)Cn1nnc2ccccc21 (stereo not given),1,-2%,4,-3%,.,-10%,i,10%,7%,
COCCNC(=O)CC(NS(=O)(=O)c1ccc(C)cc1)c1ccco1 (stereo not given),0,8%,1,-2%,2%,-1%,i,6%,-11%,
C=CCn1c2ccccc2c2nnc(SCc3ccc4nonc4c3)nc21,3,.,0,0%,6%,-8%,i,14%,.,
Cc1cccn2cc(CNC(=O)c3ccco3)nc12,2,-6%,18,-8%,.,-1%,i,5%,2%,
CCOC(=O)C1=C(C)N(CCO)C(=O)NC1c1ccccc1 (stereo not given),6,-4%,13,2%,12%,4%,i,13%,-7%,
O=S(=O)(NCc1ccccn1)c1ccc2c(c1)OCCO2,10,-11%,11,-3%,4%,1%,i,6%,-13%,PMK inhibit pilot replicates=1.5;MK inhibit pilot replicates=3.5;Spn DPM-DC inh pilot screen %=1.0
COc1ccc(-c2cc(C(F)F)n3ncc(C(=O)NCC4CCCO4)c3n2)cc1 (stereo not given),6,17%,5,0%,10%,-4%,.,8%,14%,PMK inhibit pilot replicates=3.0;MK inhibit pilot replicates=1.5
O=C(Cc1cccs1)Nc1cccc(C(=O)Nc2ccco2)c1,1,45%,0,-7%,4%,1%,i,5%,54%*,
COc1ccc(OC)c(C2N(c3ccccn3)C(=O)C3CCCN32)c1 (stereo not given),0,.,9,-6%,12%,-4%,i,8%,.,
CC(C)C[C@H]1C(=O)N2CCC[C@H]2[C@]2(O)O[C@](NC(=O)[C@@H]3C=C4c5cccc6[nH]c(Br)c(c56)CC4N(C)C3)(C(C)C)C(=O)N12 (stereo not given in full),10,20%,6,16%,.,6%,i,15%,34%,PMK inhibit pilot replicates=0.5;MK inhibit pilot replicates=0.0;Spn DPM-DC inh pilot screen %=0.0
FC(F)(F)c1cc(-c2cccs2)nc(N2CCOCC2)n1,3,-10%,3,-5%,18%,-3%,i,2%,-7%,
O=C(CSc1oc(-c2ccc(F)cc2)nc1S(=O)(=O)c1ccc(F)cc1)NCC1CCCO1 (stereo not given),1,4%,9,4%,-16%,4%,i,9%,0%,
CCOC(=O)c1sc(NC(=O)CSc2nnc3c4ccccc4n(CC)c3n2)nc1C,10,-19%,0,3%,3%,10%,i,8%,-21%,PMK inhibit pilot replicates=4.0;MK inhibit pilot replicates=6.0;Spn DPM-DC inh pilot screen %=3.0
O=C1c2ccccc2C(=O)N1OCCOCCOCCON1C(=O)c2ccccc2C1=O,6,3%,11,-6%,9%,6%,i,13%,-4%,
CCOC(=O)c1cnc(-n2cc(C)cn2)nc1Nc1ccccc1OCC,10,-10%,9,-3%,10%,-19%,i,8%,-7%,
CCCOC(=O)Nc1sc2c(c1C(=O)OCC)CCC2,0,-2%,14,-3%,17%,-2%,i,13%,-6%,
O=C(NCc1ccco1)c1ccc(CS(=O)(=O)Cc2ccc(Cl)cc2)o1,3,-8%,18,3%,-7%,-6%,i,7%,-2%,
COc1ccc(Br)cc1CNC(=O)CCc1nc(-c2ccc(C)cc2)no1,1,2%,10,-2%,2%,1%,i,9%,-7%,PMK inhibit pilot replicates=8.5;MK inhibit pilot replicates=0.0;Spn DPM-DC inh pilot screen %=0.0
O=C(CN1C(=O)NC2(CCCCCCC2)C1=O)N1CCOCC1,0,-1%,12,-8%,10%,0%,i,4%,-4%,
COc1ccc(NS(=O)(=O)c2ccc(NC(=O)C(C)(C(F)(F)F)C(F)(F)F)cc2)nn1,7,.,11,11%,.,18%,i,10%,.,
CCOC(=O)C1CCCN(C(=O)CN2C(=O)C(CC)Oc3ccc(C)cc32)C1 (stereo not given),0,-5%,13,3%,5%,0%,i,1%,-13%,
CCOC(=O)NC1CCS(=O)(=O)C1 (stereo not given),0,1%,4,1%,5%,2%,i,10%,8%,
COc1cc(CN2CCN(C(=O)CC(C)C)CC2)cc(OC)c1OC,52*,8%,12,-4%,.,-10%,i,10%,5%,

# Entries shown so far that contain an NH in an aromatic ring (five):
SMILES,MK inhibit,KRASV12 cytotoxicity,PMK inhibit,Bfl-1 displacement,LYP phosphatase,HT1080 cytotoxicity,Spn DPM-DC inh,TNAP inhibition,HPDE-C7 cytotoxicity,others
S=c1[nH]nc(-c2cccc(Br)c2)o1,5,29%,11,0%,17%,-1%,i,11%,0%,PMK inhibit pilot replicates=3.5;MK inhibit pilot replicates=0.0;Spn DPM-DC inh pilot screen %=0.0
O=C(CSc1nc2ncc(Br)cc2[nH]1)Nc1ccc2c(c1)OCO2,12,3%,3,0%,7%,2%,i,29%,-2%,
O=S(=O)(Nc1ccc(Cl)c(C(F)(F)F)c1)c1cnc[nH]1,10,8%,16,1%,.,-1%,i,9%,0%,
O=S(=O)(NC1CCCc2ccccc21)c1cnc[nH]1 (stereo not given),10,0%,8,-1%,.,-1%,i,15%,14%,
CC(C)C[C@H]1C(=O)N2CCC[C@H]2[C@]2(O)O[C@](NC(=O)[C@@H]3C=C4c5cccc6[nH]c(Br)c(c56)CC4N(C)C3)(C(C)C)C(=O)N12 (stereo not given in full),10,20%,6,16%,.,6%,i,15%,34%,PMK inhibit pilot replicates=0.5;MK inhibit pilot replicates=0.0;Spn DPM-DC inh pilot screen %=0.0
